High-throughput results as filed in PubChem.
FID counter: counter-screen for HCV NS3 helicase inhibitors: DNA intercalator displacement. inhibition, % at 7.9 µM. AID 1845. hit rate 0.17% among 290,000. DNA fluorescent intercalator displacement, fluorescence; in the data active means inhibition above about 37%;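 further: 0% = vehicle and 100% = reference compound; higher means more ethidium bromide displaced from hairpin DNA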
IMP-1 inh: blocks Pseudomonas aeruginosa IMP-1 metallo-beta-lactamase; purified IMP-1, nitrocefin hydrolysis, epi-absorbance fluorescence; inhibition, % at 5.6 µM; hit rate 0.45% among 290,000;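 active means inhibition above the mean plus 3 SD of all compounds in the same screening run, cut at about 4.5% in these data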;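 further: 0% = IMP-1 with DMSO and 100% = DMSO wells lacking enzyme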
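System: Purified IMP-1 | Read-out basis: Percent enzyme inhibition | Controls: IMP-1 with DMSO as 0%, enzyme-free DMSO as 100% | Replicates: One well per compound | Doses: 5.6 µM nominal single concentration | Detection: Epi-absorbance fluorescence, 480 nm excitation, 530 nm emission | Incubation: 25 °C, 15 min preincubation, 25 min reaction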
pCIP destab: p/CIP protein destabilization. Q05BA5. F442A p/CIP-EGFP cells, EGFP fluorescence, 16 h. decrease of EGFP signal, % at 10 µM. hit rate 0.01% among 290,000;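 active means EGFP signal decrease of at least 30% at 10 µM or well 3 SD below plate mean, unless failing retest; inactive means the rest, including hits failing retest or dose response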; further: some compounds called inactive have numbers as strong as hits; many of its hits are not listed in these tables
IDE cell activ: boosts human insulin-degrading enzyme activity in HEK cells | FAbeta-B cleavage, fluorescence polarization; 0% vehicle, 100% cell-free pure enzyme wells | activation, % at 5.96 µM | P14735 | hit rate 0.073% among 340,000;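 active means activation above the mean of all tested compounds plus 3 SD, set per screening campaign, cut at about 17% in these data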
IDE inh: inhibitors of human insulin-degrading enzyme in cells | inhibition, % at 5.59 µM | P14735 | hit rate 0.41% among 320,000 | HEK cells, FAbetaB cleavage, fluorescence polarization | AID 434962;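 active means percent inhibition above the average of all tested compounds plus 3 SD, set per screening campaign, cut at about 16% in these data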;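 further: IDE supplied by intact live HEK cells; FP after avidin binding of uncleaved biotin substrate so inhibition keeps polarization high; 0% = DMSO wells and 100% = 60 µM reference IDE inhibitor Ii1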
UBC9 SUMO inh: SUMOylation inhibition; P63279; HTRF SUMOylation assay, SAE1/SAE2 + UBC9, in vitro; inhibition, % at 35 µM; hit rate 0.36% among 290,000; in the data active means inhibition above about 50%, passing the limit was not always enough; further: strong numbers were not always called active
Target sequence (P63279 whole entry, looked up): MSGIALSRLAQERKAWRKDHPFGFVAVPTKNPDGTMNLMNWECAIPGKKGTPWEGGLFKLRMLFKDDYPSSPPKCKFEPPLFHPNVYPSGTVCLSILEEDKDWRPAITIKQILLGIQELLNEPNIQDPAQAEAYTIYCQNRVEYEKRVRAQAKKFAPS
NS3 helicase inh: HCV NS3 helicase inhibition. AID 1800. NS3 helicase DNA unwinding, Cy5 molecular beacon fluorescence. inhibition, % at 10.9 µM. hit rate 0.56% among 290,000;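 active means inhibition above the mean of all tested compounds plus 3 SD, set per campaign, cut at about 35% in these data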;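 further: 0% = DMSO wells and 100% = thioflavine S control wells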
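System: HCV NS3 helicase fragment; control set: DMSO and thioflavine S; technique: Cy5 fluorescence at 0 and 60 min, beacon hairpin quenching; reagent: beacon DNA duplex substrate plus ATP; replicates: singlicate; schedule: 1 h reaction at 25 °C, ATP-initiated; medium: MOPS buffer pH 6.5 with MgCl2, DTT, Tween20, BSA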
PfM18AAP inh: blocks P. falciparum M18 aspartyl aminopeptidase; recombinant PfM18AAP, H-Glu-NHMec fluorogenic cleavage; inhibition, % at 7.35 µM; hit rate 1.2% among 290,000; AID 1822;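 active means inhibition above the campaign mean inhibition over all tested compounds plus 3 SD, cut at about 28% in these data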;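 further: 0% = plate median of test compound wells and 100% = 2 mM ZnCl2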
VIM-2 inhibitor: blocks Pseudomonas aeruginosa VIM-2 metallo-beta-lactamase; purified VIM-2, nitrocefin hydrolysis, epi-absorbance fluorescence; inhibition, % at 5.6 µM; hit rate 0.89% among 290,000; AID 1527;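 active means inhibition above the mean of all tested compounds plus 3 SD, cutoff set per screening run, cut at about 7.5% in these data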;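 further: red hydrolysis product quenches plate fluorescence so inhibitors raise well fluorescence; 0% = enzyme with DMSO and 100% = DMSO without enzyme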
* hit, by the source's call. Rows are unselected, and some 3.6% of all compounds hit somewhere here.

Results for Cc1cc(C)nc(SCc2ccc(C(=O)N/N=C3\CCCC(=O)C3)cc2)n1 ?
FID counter: -23; IMP-1 inh: -1.8; pCIP destab: 0; IDE cell activ: -5; IDE inh: 6; UBC9 SUMO inh: -1; NS3 helicase inh: 5; PfM18AAP inh: 13; VIM-2 inhibitor: 1.3

Results for CCOc1ccc(N=C(NN)c2ccc3ccccc3n2)cc1 ?
FID counter: -23; IMP-1 inh: -2.4; pCIP destab: -2; IDE cell activ: 0; IDE inh: -2; UBC9 SUMO inh: 13; NS3 helicase inh: -8; PfM18AAP inh: 28; VIM-2 inhibitor: -2.6

How did CCOc1c(Br)cc(Br)cc1/C=C1\SC(N)=NC1=O do in these assays?
FID counter: -2; IMP-1 inh: -0.3; pCIP destab: 10; IDE cell activ: 3; UBC9 SUMO inh: 18; NS3 helicase inh: -8; PfM18AAP inh: -1; VIM-2 inhibitor: -0.3

Results for CCOC(=O)Cn1c(=O)oc2cc(S(=O)(=O)Nc3cccc(C)c3)ccc21 ?
FID counter: -5; IMP-1 inh: -0.8; pCIP destab: -3; IDE cell activ: 5; IDE inh: 2; UBC9 SUMO inh: 9; NS3 helicase inh: 2; PfM18AAP inh: 3; VIM-2 inhibitor: -1.5

Results for COc1ccc(S(=O)(=O)O/N=C2\CCSc3ccc(C)cc32)cc1 ?
FID counter: 2; IMP-1 inh: -3.0; pCIP destab: -4; IDE cell activ: -2; IDE inh: -4; UBC9 SUMO inh: -8; NS3 helicase inh: 3; PfM18AAP inh: -2; VIM-2 inhibitor: -2.0

How did O=C(NCc1nnc(SCC(=O)N2CCCCC2)o1)c1c(F)cccc1F do in these assays?
FID counter: -5; IMP-1 inh: -3.6; pCIP destab: -4; IDE cell activ: 6; IDE inh: -5; UBC9 SUMO inh: 14; NS3 helicase inh: -4; PfM18AAP inh: -8; VIM-2 inhibitor: -1.6

How did C=C(C)Cn1c(Sc2nnc(C)s2)nc2c1c(=O)[nH]c(=O)n2C do in these assays?
FID counter: -3; IMP-1 inh: -2.7; pCIP destab: -2; IDE cell activ: 3; IDE inh: 2; UBC9 SUMO inh: 5; NS3 helicase inh: 0; PfM18AAP inh: 5; VIM-2 inhibitor: -0.5

How did CCNC(=S)N1CCc2ccccc2C1 do in these assays?
FID counter: 0; IMP-1 inh: 0.9; pCIP destab: -7; IDE inh: -4; UBC9 SUMO inh: -5; NS3 helicase inh: -1; PfM18AAP inh: -7; VIM-2 inhibitor: 0.9

Results for CC(NC(=O)c1ccccc1F)c1nnc(SCC(=O)Nc2nccs2)n1C (stereo unspecified) ?
FID counter: -7; IMP-1 inh: -1.1; pCIP destab: 20; IDE cell activ: 3; IDE inh: 1; UBC9 SUMO inh: -9; NS3 helicase inh: 3; PfM18AAP inh: 1; VIM-2 inhibitor: -3.2

How did CS(=O)(=O)N(CC(=O)N1CCCC1)c1ccc(Cl)c(Cl)c1 do in these assays?
FID counter: -5; IMP-1 inh: -1.7; pCIP destab: -5; IDE cell activ: 2; IDE inh: 1; UBC9 SUMO inh: 10; NS3 helicase inh: -5; PfM18AAP inh: 5; VIM-2 inhibitor: -0.2

Results for CCCCCCCC(=O)NNC(=O)CCC(=O)O ?
FID counter: -4; IMP-1 inh: -2.2; pCIP destab: -20; IDE cell activ: 5; IDE inh: 1; UBC9 SUMO inh: 15; NS3 helicase inh: 12; PfM18AAP inh: -2; VIM-2 inhibitor: -1.7

How did COc1cccc(/C=N/NC(=O)CCNc2n[nH]c(=O)[nH]c2=O)c1OC do in these assays?
FID counter: -1; IMP-1 inh: 0.0; pCIP destab: -2; IDE cell activ: 1; IDE inh: -3; UBC9 SUMO inh: 22; NS3 helicase inh: 2; PfM18AAP inh: -4; VIM-2 inhibitor: 0.0

Results for O=C(Nc1ccc(N2CCOCC2)c(Cl)c1)c1ccc(S(=O)(=O)N2CCOCC2)cc1 ?
FID counter: -23; IMP-1 inh: -2.8; pCIP destab: -2; IDE cell activ: 2; IDE inh: 6; UBC9 SUMO inh: -7; NS3 helicase inh: -9; PfM18AAP inh: -6; VIM-2 inhibitor: -1.9

Results for CC(C)CCNc1nc(N2CCCC2)c2c(c1C#N)CCN(C)C2 ?
FID counter: 1; IMP-1 inh: -1.9; pCIP destab: -21; IDE cell activ: 10; IDE inh: -1; UBC9 SUMO inh: 2; NS3 helicase inh: -11; PfM18AAP inh: -5; VIM-2 inhibitor: 5.0

What do the screens show for `COc1ccc(S(=O)(=O)N2CCNCC2)cc1OC`?
FID counter: -2; IMP-1 inh: -2.5; pCIP destab: -5; IDE cell activ: -5; IDE inh: -1; UBC9 SUMO inh: 12; NS3 helicase inh: 0; PfM18AAP inh: 3; VIM-2 inhibitor: -3.6

How did CC(C)Cc1nnc(NC(=O)c2ccc([N+](=O)[O-])cc2)s1 do in these assays?
FID counter: 2; IMP-1 inh: -3.4; pCIP destab: -17; IDE cell activ: -2; IDE inh: 8; UBC9 SUMO inh: 0; NS3 helicase inh: -14; PfM18AAP inh: -1; VIM-2 inhibitor: -1.2

Results for O=C(c1cc2ccccc2oc1=O)N(Cc1ccco1)Cc1cccs1 ?
FID counter: -18; IMP-1 inh: -2.6; pCIP destab: -13; IDE cell activ: 3; IDE inh: 10; UBC9 SUMO inh: 24; NS3 helicase inh: -2; PfM18AAP inh: -9; VIM-2 inhibitor: -2.1

What do the screens show for `COc1ccc(S(=O)(=O)Nc2noc3ccccc23)cc1`?
FID counter: -6; IMP-1 inh: -2.0; pCIP destab: -8; IDE cell activ: 6; IDE inh: 1; UBC9 SUMO inh: 25; NS3 helicase inh: 11; PfM18AAP inh: 5; VIM-2 inhibitor: -0.8

Results for O=C(NCc1ccccn1)C(=O)Nc1nc(C23CC4CC(CC(C4)C2)C3)cs1 ?
FID counter: -10; IMP-1 inh: -2.6; pCIP destab: -15; IDE cell activ: 2; IDE inh: -17; UBC9 SUMO inh: -10; NS3 helicase inh: 4; PfM18AAP inh: 1; VIM-2 inhibitor: -4.0

Results for Cc1cccc(OC(C)C(=O)NCc2ccc(S(N)(=O)=O)cc2)c1 (stereo unspecified) ?
FID counter: -2; IMP-1 inh: -0.4; pCIP destab: -10; IDE cell activ: -2; IDE inh: 6; UBC9 SUMO inh: 21; NS3 helicase inh: 3; PfM18AAP inh: 0; VIM-2 inhibitor: -1.6

What do the screens show for `O=S(=O)(c1ccc(NC(=S)NCCC(c2ccccc2)c2ccccc2)cc1)N1CCOCC1`?
FID counter: -6; IMP-1 inh: -0.3; pCIP destab: 1; IDE cell activ: 5; IDE inh: 3; UBC9 SUMO inh: -33; NS3 helicase inh: -21; PfM18AAP inh: -5; VIM-2 inhibitor: -1.3

Results for CCOC(=O)Nc1ccc2c(c1)nc1n2CCN(CCOC)C1 ?
FID counter: -9; IMP-1 inh: -1.1; pCIP destab: 1; IDE cell activ: 4; IDE inh: 2; UBC9 SUMO inh: 15; NS3 helicase inh: -4; PfM18AAP inh: 2; VIM-2 inhibitor: -1.4

What do the screens show for `Cc1cc(C)c2c(=O)n(CC(=O)Nc3cccc(F)c3)sc2n1`?
FID counter: -1; IMP-1 inh: -2.4; pCIP destab: -10; IDE cell activ: -56; IDE inh: 21*; UBC9 SUMO inh: 12; NS3 helicase inh: 4; PfM18AAP inh: 65*; VIM-2 inhibitor: -1.4

How did COc1ccccc1C1SCCN1C(=O)c1ccc([N+](=O)[O-])cc1 (stereo unspecified) do in these assays?
FID counter: 0; IMP-1 inh: -0.9; pCIP destab: 4; IDE cell activ: 1; IDE inh: 2; UBC9 SUMO inh: 4; NS3 helicase inh: 3; PfM18AAP inh: -13; VIM-2 inhibitor: -2.8

What do the screens show for `Nc1cc(=O)[nH]c(SCC(=O)Nc2ncc(C(F)(F)F)cc2Cl)n1`?
FID counter: 0; IMP-1 inh: -2.5; pCIP destab: -6; IDE cell activ: -2; IDE inh: 3; UBC9 SUMO inh: 13; NS3 helicase inh: 9; PfM18AAP inh: 7; VIM-2 inhibitor: -1.8

How did COc1ccccc1NC(=O)N1CCCC1C(=O)Nc1ccc2c(c1)OCO2 (stereo unspecified) do in these assays?
FID counter: 1; IMP-1 inh: -4.8; pCIP destab: -5; IDE cell activ: 4; IDE inh: -2; UBC9 SUMO inh: 14; NS3 helicase inh: 2; PfM18AAP inh: -5; VIM-2 inhibitor: -1.4

What do the screens show for `CCCCC(=O)N1CCN(c2nc3ccc(F)cc3s2)CC1`?
FID counter: -25; IMP-1 inh: -0.5; pCIP destab: -8; IDE cell activ: -5; IDE inh: 14; UBC9 SUMO inh: -4; NS3 helicase inh: 16; PfM18AAP inh: -5; VIM-2 inhibitor: 2.0

How did CCOC(=O)c1sc(=S)n(C)c1NC(=O)c1ccccc1 do in these assays?
FID counter: 1; IMP-1 inh: -2.2; pCIP destab: -2; IDE cell activ: -3; IDE inh: 0; UBC9 SUMO inh: 0; NS3 helicase inh: -3; PfM18AAP inh: 14; VIM-2 inhibitor: -4.2

Results for COc1cc(OC)cc(C(=O)OC/C(O)=C(\C#N)c2nc3ccccc3[nH]2)c1 ?
FID counter: -13; IMP-1 inh: -0.7; pCIP destab: -6; IDE cell activ: 4; IDE inh: 2; UBC9 SUMO inh: 36; NS3 helicase inh: -4; PfM18AAP inh: -1; VIM-2 inhibitor: -1.7

What do the screens show for `CC12CC3CC(C)(C1)CC(C(=O)NCc1cccnc1)(C3)C2`?
FID counter: -20; IMP-1 inh: -1.5; pCIP destab: 0; IDE cell activ: 2; IDE inh: 1; UBC9 SUMO inh: -1; NS3 helicase inh: -1; PfM18AAP inh: 0; VIM-2 inhibitor: -2.4

3 structures out of the list, ordered by length of the SMILES, largest number first:
Results for O=C(c1cc2ccccc2oc1=O)N(Cc1ccco1)Cc1cccs1 ?
FID counter: -18; IMP-1 inh: -2.6; pCIP destab: -13; IDE cell activ: 3; IDE inh: 10; UBC9 SUMO inh: 24; NS3 helicase inh: -2; PfM18AAP inh: -9; VIM-2 inhibitor: -2.1

How did CCOC(=O)c1sc(=S)n(C)c1NC(=O)c1ccccc1 do in these assays?
FID counter: 1; IMP-1 inh: -2.2; pCIP destab: -2; IDE cell activ: -3; IDE inh: 0; UBC9 SUMO inh: 0; NS3 helicase inh: -3; PfM18AAP inh: 14; VIM-2 inhibitor: -4.2

What do the screens show for `CCCCC(=O)N1CCN(c2nc3ccc(F)cc3s2)CC1`?
FID counter: -25; IMP-1 inh: -0.5; pCIP destab: -8; IDE cell activ: -5; IDE inh: 14; UBC9 SUMO inh: -4; NS3 helicase inh: 16; PfM18AAP inh: -5; VIM-2 inhibitor: 2.0
